Source: PubChem BioAssay (Sanford-Burnham Center for Chemical Genomics)
CCR6 antagonist = antagonists of human CCR6 receptor. P51684. CHO-K1 CCR6 PathHunter beta-arrestin, luminescence, CCL20-stimulated. inhibition, % at 20 µM. 340,000 compounds, 0.49% hits. AID 493098;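 active = compounds whose inhibition of the agonist-driven luminescence signal at 20 µM reaches about 50%, limit read from the data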;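 also: cells stimulated with CCL20 at 14 nM final; plate controls were DMSO with CCL20 for no effect and DMSO without agonist for full effect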
Gli-Sufu block = blocks Gli-Sufu signaling in a luciferase reporter; Sufu-KO-LIGHT fibroblasts, Gli luciferase reporter luminescence; inhibition, % at 5 µM; 340,000 compounds, 0.74% hits;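 active = inhibition above about 55%, limit read from the data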;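 also: 0% = DMSO-treated cells and 100% = wells with medium but no cells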
SENP8 inh = blocks the human protease SENP8; purified SENP8, Z-RLRGG-aminoluciferin cleavage, luminescence; inhibition, % at 10 µM; 330,000 compounds, 1.2% hits; Q96LD8
Target sequence (Q96LD8 whole entry, looked up): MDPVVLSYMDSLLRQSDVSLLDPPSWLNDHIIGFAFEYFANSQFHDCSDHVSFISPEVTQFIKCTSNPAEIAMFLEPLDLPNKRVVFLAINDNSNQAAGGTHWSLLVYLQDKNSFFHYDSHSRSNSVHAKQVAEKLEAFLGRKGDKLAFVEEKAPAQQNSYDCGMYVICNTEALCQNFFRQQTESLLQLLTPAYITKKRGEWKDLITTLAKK
UBC13 polyUb = human UBC13 polyubiquitination inhibition. UBC13 polyubiquitin chain formation, TR-FRET. inhibition, % at 20 µM. P61088. 330,000 compounds, 0.47% hits; in the data active = inhibition above about 45%, passing the limit was not always enough
Target sequence (P61088 whole entry, looked up): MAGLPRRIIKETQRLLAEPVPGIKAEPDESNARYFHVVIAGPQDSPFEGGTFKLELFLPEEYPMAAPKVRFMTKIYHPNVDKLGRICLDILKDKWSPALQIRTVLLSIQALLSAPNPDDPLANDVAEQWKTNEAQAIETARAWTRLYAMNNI
697 NFkB inh = lowers PMA/ionomycin-induced NF-kB signal in 697 B cells; 697 B-cell NF-kB luciferase reporter, 16 h; inhibition, % at 4 µM; 330,000 compounds, 0.33% hits; AID 435022; in the data active = inhibition above about 35%
Apaf1 inhib = blocks human Apaf-1 apoptosome activity; O14727; reconstituted apoptosome caspase-3 activity, DEVD-Rh110 fluorescence; inhibition, % at 20 µM; 330,000 compounds, 0.71% hits; active = inhibition of at least 40% at 20 µM;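 also: plate controls were DMSO wells for no effect and DEVD-CHO caspase inhibitor wells for full effect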
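Material: reconstituted apoptosome with Apaf-1, cytochrome c, caspase-9, procaspase-3, dATP. Technique: Rh110 fluorescence intensity. Buffer or medium: pH 7.5 Hepes buffer with CHAPS, BSA, DTT. Times: 30 min plus 50 min, RT.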
EBI2 block = blocks human EBI2 receptor beta-arrestin signaling; P32249; EBI2 beta-arrestin recruitment, luminescence, 7a,25-OHC stimulated; inhibition, % at 5 µM; 360,000 compounds, 0.81% hits; AID 651636; in the data active = inhibition above about 38%;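 also: enzyme fragment complementation signal reports receptor beta-arrestin coupling in cells; 0% = agonist plus DMSO wells and 100% = wells without agonist; some results beyond the cut were filed as inactive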
Target sequence (P32249 whole entry, looked up, the tested form may be a part): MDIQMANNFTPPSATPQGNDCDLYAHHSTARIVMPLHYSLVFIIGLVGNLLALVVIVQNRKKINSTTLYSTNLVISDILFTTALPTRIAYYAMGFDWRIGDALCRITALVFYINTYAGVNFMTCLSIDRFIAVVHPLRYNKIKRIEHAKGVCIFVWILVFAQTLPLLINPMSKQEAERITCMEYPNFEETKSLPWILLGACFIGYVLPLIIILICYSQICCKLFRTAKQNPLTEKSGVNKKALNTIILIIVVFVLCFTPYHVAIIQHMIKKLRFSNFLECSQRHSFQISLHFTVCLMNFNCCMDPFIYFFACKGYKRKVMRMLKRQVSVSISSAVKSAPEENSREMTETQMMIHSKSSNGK
Jurkat NFkB inh = inhibitors of the PMA/ionomycin-induced NF-kB reporter in Jurkat cells; inhibition, % at 4 µM; PMA/ionomycin-induced NF-kB luciferase reporter, luminescence; AID 435003; 330,000 compounds, 0.53% hits
* hit, by the source's call; nt = no result given. Rule as the data show it, unless noted: active = inhibition above about 50%; inactive = the rest. Only part of the results is shown; rates above refer to the full screens.

No.	molecule	UBC13 polyUb	Apaf1 inhib	CCR6 antagonist	Gli-Sufu block
1	N#CCCN(Cc1ccccc1)C(=S)NC(=O)c1ccccc1	11	-11	1	-3
2	CN(Cc1ccc(Cl)cc1)C(=O)c1cc(S(=O)(=O)N2CCOCC2)ccc1N1CCCC1	-1	11	6	-4
3	Cc1ccc(NC(=O)C2C3C=CC4(O3)C2C(=O)N(CCCN2CCCC(C)C2)C4C(=O)NC2CCCCC2)cc1 (stereo not drawn)	0	6	1	29
4	CCn1cc(C(=O)C(F)(F)F)c2ccccc21	0	-5	-18	0
5	O=C(Nn1c(SCc2cccc([N+](=O)[O-])c2)nc2ccccc2c1=O)c1ccccc1	-9	15	18	-2
6	CC1=C(C(=O)OC(C)C)C(c2ccncc2)n2ncnc2N1 (stereo not drawn)	4	6	12	11
7	CCCC[C@@]1(C2CCCC2)Cc2cc(OCC(=O)O)c(Cl)c(Cl)c2C1=O	-14	-5	2	-4
8	CCN(Cc1ccccc1)C(=O)C(=O)c1cn(CC(=O)N2CCCC2)c2ccccc12	5	6	6	-4
9	CC(C)NC(=O)NC(=O)CSc1ccc(S(=O)(=O)N2CCCC2)cn1	-7	0	-5	-8
10	Cc1ccc(-c2nnc(N(C)C(=O)c3ccccn3)s2)cn1	-5	0	1	-15
11	O=C(CCSc1nc2ccccc2o1)Nc1ccccc1	-12	-1	3	-4
12	CNC(=O)c1csc(-c2ccccc2)n1	-8	-9	4	1
13	O=C(NC(Nc1cc(C(F)(F)F)ccc1Cl)C(=O)c1ccccc1)c1ccccc1 (stereo not drawn)	1	3	-3	-9
14	O=C(c1ccc(-c2ccc(Cl)cc2)o1)N1CCN(c2ccc([N+](=O)[O-])cc2Cl)CC1	-1	-4	6	34
15	CCOC(=O)C1=CN(CC)S(=O)(=O)NC1c1ccc2ccccc2c1 (stereo not drawn)	nt	13	27	4

No.	EBI2 block	697 NFkB inh	Jurkat NFkB inh	SENP8 inh
1	-2	10	3	-5
2	6	-5	10	5
3	1	7	6	19
4	-1	0	-4	0
5	2	-80	-79	5
6	-6	11	-1	3
7	8	26	6	8
8	13	10	9	-1
9	2	6	-2	6
10	-18	-19	-20	-9
11	3	-4	-14	-4
12	-11	-16	-12	-1
13	8	-8	-2	1
14	21	19	10	-6
15	1	0	nt	nt

New compounds follow
No.	molecule	UBC13 polyUb	Apaf1 inhib	CCR6 antagonist	Gli-Sufu block
16	CC(C)(C)c1ccc(COC(=O)CNC(=O)CNC(=O)Cc2ccccc2)cc1	5	-6	8	-8
17	O=C(Nc1ncc(Cc2ccccc2Cl)s1)c1ccc(-c2cccc([N+](=O)[O-])c2)o1	-10	1	8	12
18	CC(=O)c1ccc(N=C2NC(=O)C(CO)(CO)S2)cc1	-6	4	-2	-5
19	C/C(Cc1ccccc1)=N\NC(=O)C1CCCCC1	6	-3	12	0
20	CN(Cc1cccs1)C(=O)COc1ccc(-c2nnco2)cc1	3	-5	12	-2
21	CCOC(=O)c1[nH]ncc1CN1CCc2ccc(NC(=O)C3CCCO3)cc2C1 (stereo not drawn)	-3	-8	-2	9
22	Cc1oc(-c2ccccc2F)nc1CS(=O)(=O)CC(=O)NCCN1CCCC1	-2	12	-9	-12
23	CCS(=O)(=O)c1ccc(O)c(NC(=O)Nc2ccc(C(C)(C)C)cc2)c1	-5	-3	6	6
24	COc1ccccc1C1=CC(=O)CC(C)(C)C1=O	2	6	-1	-6
25	Cc1cccc(C(C)C)c1NC(=O)COC(=O)Cc1ccsc1	7	-3	8	-11
26	COc1cccc(-c2nc(S(=O)(=O)c3ccccc3)c(N3CCOCC3)o2)c1	2	-15	-4	5
27	c1ccc(C[C@H]2CN=C(Nc3ccccc3)N2CCCC2CCCC2)cc1	30	38	13	20
28	COC(=O)CSCC(=O)Nc1cc2c(cc1C(C)=O)OCO2	4	-10	-14	16
29	COc1cc(/C=N/n2c(C)nc3ccccc3c2=O)ccc1O	-1	-6	-11	-1
30	O=C(CN(C(=O)CNC(=O)c1cccs1)c1ccc2c(c1)OCCO2)NC1CCCC1	-10	0	-1	4

No.	EBI2 block	697 NFkB inh	Jurkat NFkB inh	SENP8 inh
16	0	23	5	-7
17	-7	-13	-9	-2
18	-9	4	-9	-6
19	-11	-10	3	-6
20	5	8	6	5
21	-14	20	13	2
22	1	-2	15	6
23	-2	-10	-1	-1
24	-8	13	0	-5
25	-10	-4	10	2
26	-7	7	19	4
27	17	-27	-8	-9
28	2	13	-4	-6
29	4	13	1	6
30	-4	16	1	-4

Fetched by compound from the entries so far, six records:
No.	molecule	UBC13 polyUb	Apaf1 inhib	CCR6 antagonist	Gli-Sufu block
17	O=C(Nc1ncc(Cc2ccccc2Cl)s1)c1ccc(-c2cccc([N+](=O)[O-])c2)o1	-10	1	8	12
25	Cc1cccc(C(C)C)c1NC(=O)COC(=O)Cc1ccsc1	7	-3	8	-11
26	COc1cccc(-c2nc(S(=O)(=O)c3ccccc3)c(N3CCOCC3)o2)c1	2	-15	-4	5
20	CN(Cc1cccs1)C(=O)COc1ccc(-c2nnco2)cc1	3	-5	12	-2
27	c1ccc(C[C@H]2CN=C(Nc3ccccc3)N2CCCC2CCCC2)cc1	30	38	13	20
24	COc1ccccc1C1=CC(=O)CC(C)(C)C1=O	2	6	-1	-6

No.	EBI2 block	697 NFkB inh	Jurkat NFkB inh	SENP8 inh
17	-7	-13	-9	-2
25	-10	-4	10	2
26	-7	7	19	4
20	5	8	6	5
27	17	-27	-8	-9
24	-8	13	0	-5

Values by screen from the entries so far:
Compounds 23 to 26 in SENP8 inh, in turn: -1, -5, 2, 4
Compounds 23 to 26 in CCR6 antagonist, in turn: 6, -1, 8, -4
Compounds 23 to 26 in Apaf1 inhib, in turn: -3, 6, -3, -15

(next part)
No.	molecule	UBC13 polyUb	Apaf1 inhib	CCR6 antagonist	Gli-Sufu block
31	O=S(=O)(CC(O)CS(=O)(=O)c1ccc(Cl)cc1)c1ccccc1 (stereo not drawn)	2	-19	-5	1
32	COc1ccc(-n2c(=O)[nH]cc(C(=O)N3CCCc4ccccc43)c2=O)cc1	-2	1	-8	2
33	O=C(c1ccc(Cl)cc1)N1CCN(c2ncccn2)CC1	8	-1	-4	-3
34	O=C(/C=C/c1ccccc1)Nc1sc2c(c1C(=O)O)CCC2	-11	-20	8	-23
35	COc1ccc(C)cc1NC(=O)CN1CCN(C/C=C/c2ccccc2)CC1	-2	12	9	14
36	CCCc1nc2cc(Cl)c([N+](=O)[O-])cc2o1	-6	0	1	-42
37	Cc1cc(Cl)ccc1OCC(=O)Nc1ccc(CN2CCOCC2)cc1	-1	15	10	2
38	CC(=O)Nc1cc(NC(C)=O)c(CC(C)C)s1	-4	-1	15	-27
39	Cn1cnc2c1c(=O)n(Cc1ccccc1C#N)c(=O)n2C	5	3	16	6
40	Cc1ccc(-n2nc(C)c3c(C)cc(=O)[nH]c32)cc1	7	-7	1	4
41	CCOC(=O)N1CCN(C(=O)C2CCCN(c3nc4ccc(OCC)cc4s3)C2)CC1 (stereo not drawn)	-4	4	2	17
42	CC1=[N+]([O-])C(C)(C)N(O)C1(C)C	-3	-20	3	-6
43	CC(=O)Nc1sc2c(c1C(N)=O)CCCC2	-2	17	-2	-2
44	O=C(CSc1c2c(nc3ccccc13)CCC2)N1CCCC1	10	-4	-10	4
45	Cc1cccc2sc(NS(C)(=O)=O)nc12	10	-5	-4	-1

No.	EBI2 block	697 NFkB inh	Jurkat NFkB inh	SENP8 inh
31	6	16	4	4
32	-10	-3	-22	-9
33	11	-1	-5	1
34	14	3	9	69*
35	26	-32	7	-13
36	7	-6	5	-10
37	0	10	13	3
38	-11	7	6	-2
39	3	-9	-10	-10
40	4	7	-7	-3
41	3	-18	-13	-13
42	5	17	-2	9
43	7	-35	16	8
44	3	5	6	1
45	2	-18	-8	-9

Only Jurkat NFkB inh, UBC13 polyUb and 697 NFkB inh (four entries from above):
item	smiles	Jurkat NFkB inh	UBC13 polyUb	697 NFkB inh
41	CCOC(=O)N1CCN(C(=O)C2CCCN(c3nc4ccc(OCC)cc4s3)C2)CC1 (stereo not drawn)	-13	-4	-18
42	CC1=[N+]([O-])C(C)(C)N(O)C1(C)C	-2	-3	17
43	CC(=O)Nc1sc2c(c1C(N)=O)CCCC2	16	-2	-35
44	O=C(CSc1c2c(nc3ccccc13)CCC2)N1CCCC1	6	10	5

Next part.
No.	molecule	UBC13 polyUb	Apaf1 inhib	CCR6 antagonist	Gli-Sufu block
46	Oc1ccc(N2CCN(Cc3cc4c(cc3Br)OCCO4)CC2)cc1	5	11	-14	16
47	Cc1cccc(NC(=O)c2nc[nH]c2C(=O)NCCN(CCNC(=O)c2[nH]cnc2C(=O)Nc2cccc(C)c2)CCNC(=O)c2[nH]cnc2C(=O)Nc2cccc(C)c2)c1	7	22	-1	3
48	COc1ccc(NC(=O)CSc2ccc3nnc(-c4ccccn4)n3n2)c(OC)c1	-5	0	12	-4
49	O=C(COC(=O)c1cc(S(=O)(=O)N2CCCC2)ccc1O)NCc1ccccc1	7	8	-3	-2
50	CCn1c(SCc2ccccc2)nc2cc(OC)c(OC)cc2c1=O	-5	27	27	53
51	CN(CC1CCCN(CCc2ccc(Cl)cc2)C1)C(=O)C(=O)c1ccco1 (stereo not drawn)	0	-2	13	7
52	O=[N+]([O-])c1cccc(-c2csc(CS(=O)(=O)Cc3ccco3)n2)c1	8	-16	10	6
53	C/C(CC(=O)N1CCN(C=O)CC1)=N\NC(=O)c1ccc([N+](=O)[O-])cc1	-7	-3	-7	-2
54	Oc1ccc2ccccc2c1/C=N/c1nccs1	-8	12	9	-4
55	Oc1ccc(/C=N/Nc2ccc(C(F)(F)F)cn2)cc1	11	-8	-14	-76
56	Cc1ccccc1C(=O)Nc1cccc(NC(=O)c2ccc(-c3ccc(Br)cc3)o2)c1	1	6	-18	27
57	Cn1c(SCC(=O)N2CCc3ccccc32)nnc1-c1ccc(S(=O)(=O)N2CCCC2)cc1	23	5	-16	6
58	COc1ccc(NCC(=O)N2CCCC2)cc1Cl	2	6	4	-4
59	CSc1cc(N2CCOCC2)nc(-c2ccccc2Cl)n1	-8	6	-2	1
60	CC1CCN(CC(=O)Nc2cccc(Cl)c2)CC1	-14	15	14	3
61	CCOC(=O)c1ccc(NC(=O)Nc2ccc3c4c(cccc24)C(=O)N3CC)cc1	-21	7	21	19
62	CCCC(C)C(=O)Nc1ccncc1 (stereo not drawn)	1	6	12	-9
63	COc1ccc(/C=N\NC(=O)c2ccccc2OC)cc1COc1ccccc1C	-14	12	16	13

No.	EBI2 block	697 NFkB inh	Jurkat NFkB inh	SENP8 inh
46	2	-15	9	2
47	3	15	-7	-12
48	2	-27	-6	6
49	-21	3	6	6
50	9	-18	-7	-10
51	4	-18	3	-13
52	-5	9	6	-2
53	0	-1	-17	-7
54	-1	-3	8	1
55	13	-182	-121	0
56	9	1	-8	-2
57	-2	-3	14	-8
58	-15	15	14	-2
59	-8	4	-4	-12
60	7	4	-21	-13
61	15	10	1	-8
62	-19	0	12	5
63	12	-37	13	10
